ABHD5 PLIN5 PPI – ABHD5-PLIN5 interaction inhibitors, primary screen, cell lysate, split luciferase complementation, luminescence; Perilipin-5 (Homo sapiens) + 1-acylglycerol-3-phosphate O-acyltransferase ABHD5 (Homo …; Split G. princeps luciferase complementation, 4 h; inhibition, % at 4 µM; actives 0.78% (n = 360,000);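 active means inhibition above the mean inhibition across every tested compound plus 3 SD, cut at about 22% in these data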;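 further: 0% = DMSO only wells and the 100% control is not disclosed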
Exocytosis inh – LAMP-1 surface exposure blockers, TALL-104 cells – cell-based, flow cytometry, MLPCN library, primary screen; inhibition, % at 10 µM; AID 651702, 2012; actives 0.66% (n = 360,000); TALL-104 LAMP-1 surface exposure; cells stimulated with thapsigargin and PMA;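 active means inhibition above about 55%, limit read from the data; inconclusive means no clear call, values can overlap the other calls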
NCOA2 inhibitor – inhibition of GAL4-SRC2 driven luciferase reporter, primary screen, SRC2 inhibitor project, cell-based, luminescence; Nuclear receptor coactivator 2 (Homo sapiens), Q15596; HEK293 GAL4-SRC2 luciferase reporter; inhibition, % at 9 µM; actives 0.17% (n = 370,000);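 active means inhibition above the mean inhibition of all tested compounds plus 3 SD, set per campaign, cut at about 52% in these data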;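 further: 0% = DMSO treated cells and 100% = cells given Gossypol at 36 µM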
TWEAK Fn14 block – inhibitors of TWEAK-Fn14 signaling, primary screen, luciferase reporter cells, uHTS; TWEAK-stimulated Fn14 reporter cells, luciferase luminescence, 8 h; inhibition, % at 10 µM; actives 2% (n = 360,000); in the data active means inhibition above about 50%
NCOA1 inh – SRC1 coactivator transcriptional activity inhibitors, primary screen, cell-based, luminescence; actives 0.12% (n = 360,000); Nuclear receptor coactivator 1 (Homo sapiens), Q15788; HEK293 GAL4-SRC1 luciferase reporter; inhibition, % at 3.6 µM;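 active means inhibition above the campaign mean plus 3 SD, with each screening campaign given its own cutoff, cut at about 60% in these data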;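 further: 0% = DMSO treated cells and 100% = gossypol at 36 µM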
Target sequence (Q15788 whole entry, looked up, the tested form may be a part): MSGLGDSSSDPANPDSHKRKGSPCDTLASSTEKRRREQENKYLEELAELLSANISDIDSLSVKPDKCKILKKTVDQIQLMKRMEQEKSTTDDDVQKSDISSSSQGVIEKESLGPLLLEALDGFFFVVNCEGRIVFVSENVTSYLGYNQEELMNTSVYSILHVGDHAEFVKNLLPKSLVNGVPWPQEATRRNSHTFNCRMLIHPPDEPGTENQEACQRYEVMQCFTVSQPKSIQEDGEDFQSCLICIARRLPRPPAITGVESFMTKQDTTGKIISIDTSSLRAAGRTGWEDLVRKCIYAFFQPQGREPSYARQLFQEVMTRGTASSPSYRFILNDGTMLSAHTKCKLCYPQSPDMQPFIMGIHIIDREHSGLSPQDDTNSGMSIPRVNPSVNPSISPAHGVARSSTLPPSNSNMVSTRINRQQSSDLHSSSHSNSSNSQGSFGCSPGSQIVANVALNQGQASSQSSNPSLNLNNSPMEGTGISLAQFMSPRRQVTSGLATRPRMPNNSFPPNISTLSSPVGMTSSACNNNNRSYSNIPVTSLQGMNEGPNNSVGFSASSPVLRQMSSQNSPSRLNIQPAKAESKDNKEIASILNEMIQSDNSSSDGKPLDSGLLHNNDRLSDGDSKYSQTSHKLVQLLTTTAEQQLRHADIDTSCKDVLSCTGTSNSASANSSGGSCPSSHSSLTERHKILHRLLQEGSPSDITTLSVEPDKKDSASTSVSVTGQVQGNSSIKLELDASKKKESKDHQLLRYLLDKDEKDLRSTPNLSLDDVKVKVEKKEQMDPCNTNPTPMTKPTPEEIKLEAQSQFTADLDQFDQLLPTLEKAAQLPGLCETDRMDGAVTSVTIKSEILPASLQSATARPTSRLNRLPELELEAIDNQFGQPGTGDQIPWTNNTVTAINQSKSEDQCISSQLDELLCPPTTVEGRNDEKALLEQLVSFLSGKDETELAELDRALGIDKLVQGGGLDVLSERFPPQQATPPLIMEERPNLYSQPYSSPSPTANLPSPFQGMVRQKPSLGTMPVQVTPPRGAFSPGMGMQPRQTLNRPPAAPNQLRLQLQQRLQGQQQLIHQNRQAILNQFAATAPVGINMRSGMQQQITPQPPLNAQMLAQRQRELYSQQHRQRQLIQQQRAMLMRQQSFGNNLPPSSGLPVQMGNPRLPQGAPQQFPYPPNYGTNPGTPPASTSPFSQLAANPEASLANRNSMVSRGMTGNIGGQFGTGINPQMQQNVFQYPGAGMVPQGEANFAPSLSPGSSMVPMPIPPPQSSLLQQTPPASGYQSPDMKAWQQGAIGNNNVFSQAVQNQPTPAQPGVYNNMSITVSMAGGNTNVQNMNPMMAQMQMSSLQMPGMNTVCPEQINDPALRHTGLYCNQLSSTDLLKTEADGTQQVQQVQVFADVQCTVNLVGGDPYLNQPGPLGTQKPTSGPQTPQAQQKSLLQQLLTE
NR2F2 inh – NR2F2 transcriptional activity inhibitors, primary screen, cell-based, luciferase reporter, HEK293T, luminescence; inhibition, % at 8.6 µM; COUP transcription factor 2 (Homo sapiens), P24468; actives 0.7% (n = 370,000); HEK293T NGFI-A luciferase reporter; AID 686940, 2013;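 active means inhibition above a per-plate cutoff, mean inhibition of test wells between control levels plus 3 SD, cut at about 38% in these data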;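 further: cells cotransfected with COUP-TFII expression vector driving the NGFI-A reporter; 0% = median of COUP-TF2 test wells and 100% = reporter-only cells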
TLR9-MyD88 block – inhibitors of TLR9-MyD88 association in cells, primary screen, cell-based, CHO, BLA complementation, fluorescence; CCF4 FRET ratio; inhibition, % at 4.98 µM; actives 0.21% (n = 340,000); AID 504734, 2011;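 active means inhibition above the mean over all tested compounds plus 3 SD, cut at about 21% in these data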;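 further: 0% = DMSO only wells and 100% = clavulanate BLA inhibitor control wells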
NCOA3 inh – SRC3 coactivator transcriptional activity inhibitors, primary screen, cell-based, luminescence; Nuclear receptor coactivator 3 (Homo sapiens), Q9Y6Q9; HEK293 GAL4-SRC3 luciferase reporter; inhibition, % at 3.6 µM; actives 0.17% (n = 360,000); AID 588352, 2011;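 active means inhibition above a per-campaign cutoff, the mean of all compounds plus 3 SD, cut at about 60% in these data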;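 further: 0% = DMSO-treated cells and 100% = gossypol-treated cells at 36 µM; higher means less SRC3-driven luciferase light from the GAL4 reporter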
LRH-1 inv ag – LRH-1 (NR5A2) inverse agonists, primary screen, cell-based, luminescence, HEK293T, StAR-luciferase reporter. LRH-1 transfected, 24 h. inhibition, % at 3.6 µM. actives 0.13% (n = 360,000). AID 602396, 2012;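 active means inhibition above the mean inhibition of all tested compounds plus 3 SD, cut at about 73% in these data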;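 further: 0% = DMSO wells and 100% = reporter-only cells lacking LRH-1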
TROY signal inh – inhibitors of TROY-driven NF-kB signaling, primary screen, Q293 LMP1-TROYcd cells, NF-kB luciferase, uHTS; actives 0.98% (n = 360,000); inhibition, % at 10 µM; Q293 LMP1-TROYcd NF-kB luciferase reporter, 4 h;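 active means compounds whose plate-normalised and pattern-corrected inhibition of the luciferase reporter signal at the single screening dose is 50% or more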
NOD2 RIPK2 PPI – NOD2-RIPK2 binding disruptors in cells, primary screen, fluorescence, CHO cells, BLA complementation; AID 624267, 2012; Receptor-interacting serine/threonine-protein kinase 2 (Homo sapiens), O43353; inhibition, % at 4.98 µM; CCF4 ratio; actives 0.38% (n = 360,000); in the data active means inhibition above about 21%;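 further: 0% = vehicle only and 100% = reference blocker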
Numbers without * were called inactive; ? = inconclusive; . = not tested or not shown; & = joins results of further samples; ! = not confirmed by another sample.

SMILES	ABHD5 PLIN5 PPI	Exocytosis inh	NCOA2 inhibitor	TWEAK Fn14 block	NCOA1 inh	NR2F2 inh	TLR9-MyD88 block	NCOA3 inh	LRH-1 inv ag	TROY signal inh	NOD2 RIPK2 PPI
Cn1c(Cc2cccc3ccccc23)nnc1SCC(=O)N1CCN(c2cccc(Cl)c2)CC1	12.8	-3.1	2.7	18.5	0.0	42.6*	2.2	18.5	16.0	44.9	2.0
CC1CN(C(=O)c2cc(-c3ccncc3)nc3ccccc23)CC(C)O1 (stereo unspecified)	-5.9	1.8	-1.8	-4.1	0.9	-9.1	-1.0	-9.4	0.4	5.2	-15.1
COc1cc(/C=N/NC(=O)C[n+]2ccccc2)cc(OC)c1OC(C)=O	1.9	6.8	1.9	-8.2	2.3	-4.0	0.8	11.8	-2.2	-1.1	5.2
CC(C)CN(CC(C)C)c1nnc(NC(=O)Cn2c(=O)oc3ccccc32)s1	0.7	-2.4	7.2	15.8	7.5	-5.4	-4.0	11.0	4.7	-2.6	2.7
CCC(=O)Nc1cnc(NC(=O)c2cccc(F)c2)cc1C	-4.9	5.1	-49.4	47.6	-120.9	-34.6	2.9	-78.8	-138.3	9.7	3.1
CCc1ccc(C2=CSC3=NCCN23)cc1	5.0	5.8	-8.4	-1.0	-2.7	-0.1	-8.4	-7.4	1.0	-2.2	6.3
O=c1c2ccccc2nnn1CCO	-5.1	-0.2	-11.9	13.4	17.8	9.8	1.6	15.7	-14.4	9.8	3.0
CCCCCCCCCCCCCCCC[n+]1cccc(C(=O)N(CC)CC)c1	45.2*!	-2.3&13.5	1.1	-15.5&48.4	-3.5&-26.4	-17.8	2.9&12.2	-6.0&17.3	9.0&19.6	57.0*!	-17.0&9.3
CSCCC(NC(=O)COc1ccccc1)C(=O)OCCOc1ccc(Br)cc1 (stereo unspecified)	12.1	0.4	-38.7	-25.1	2.1	-5.9	0.7	7.2	6.2	-1.2	-4.6
COc1cc(O)c2c(=O)c(-c3ccc(O[C@@H]4O[C@H](CO)[C@@H](O)[C@H](O)[C@H]4O)cc3)coc2c1	6.4	?	-28.2	-0.4	-78.7	-64.1	-2.4	-100.2	-57.4	-75.2	-16.6

A draw from above in order of SMILES length, highest first:
SMILES	ABHD5 PLIN5 PPI	Exocytosis inh	NCOA2 inhibitor	TWEAK Fn14 block	NCOA1 inh	NR2F2 inh	TLR9-MyD88 block	NCOA3 inh	LRH-1 inv ag	TROY signal inh	NOD2 RIPK2 PPI
Cn1c(Cc2cccc3ccccc23)nnc1SCC(=O)N1CCN(c2cccc(Cl)c2)CC1	12.8	-3.1	2.7	18.5	0.0	42.6*	2.2	18.5	16.0	44.9	2.0
CC1CN(C(=O)c2cc(-c3ccncc3)nc3ccccc23)CC(C)O1 (stereo unspecified)	-5.9	1.8	-1.8	-4.1	0.9	-9.1	-1.0	-9.4	0.4	5.2	-15.1
CCCCCCCCCCCCCCCC[n+]1cccc(C(=O)N(CC)CC)c1	45.2*!	-2.3&13.5	1.1	-15.5&48.4	-3.5&-26.4	-17.8	2.9&12.2	-6.0&17.3	9.0&19.6	57.0*!	-17.0&9.3

Carrying on.
SMILES	ABHD5 PLIN5 PPI	Exocytosis inh	NCOA2 inhibitor	TWEAK Fn14 block	NCOA1 inh	NR2F2 inh	TLR9-MyD88 block	NCOA3 inh	LRH-1 inv ag	TROY signal inh	NOD2 RIPK2 PPI
Cc1ccc(S(=O)(=O)NCc2ccco2)c(C)c1C	2.1	7.0	4.9	-5.8	-1.7	-0.8	2.0	7.8	4.2	23.9	2.8
Cc1ccc(N2CC(C(=O)OCC(=O)Nc3c(C)cccc3C)CC2=O)cc1 (stereo unspecified)	2.7	14.2	-40.7	0.5	-9.2	0.1	-0.5	0.2	-2.7	-16.8	-7.0
CC1(C(=O)NS(=O)(=O)c2ccc(Br)cc2)CCN1C(=O)CCc1cccs1 (stereo unspecified)	5.0	2.3	-2.6	13.7	-13.6	-8.2	.	-1.4	-8.2	10.8	4.3
O=C(CCCCn1c(=O)[nH]c2ccccc2c1=O)NCCc1c[nH]c2ccccc12	6.5	0.4	-3.0	14.7	0.5	3.1	-1.8	-16.9	3.2	8.2	-11.8
CC(C)(C)c1ccccc1OCCCCCNCCO	5.4	2.8	9.7	5.0	8.6	2.3	0.8	4.2	-7.1	15.1	-6.8
CCCCN(CC)CCCNC(=O)Cn1nc(Cc2cccnc2)c2ccccc2c1=O	-2.1	-2.6	17.8	-19.0	-7.8	-5.8	-3.5	7.5	1.8	-1.4	-9.8
CCOC(=O)C1CCN(S(=O)(=O)c2ccc3c(ccn3C)c2)CC1	-3.4	0.2	-3.7	-6.6	-7.5	9.5	6.1	-1.1	6.4	-1.5	5.0
Cc1ccc(NC(=O)Cn2c(=O)cnc3ccccc32)cc1S(=O)(=O)N1CCCCC1	-6.6	1.1	2.8	9.7	0.3	0.5	-11.0	3.2	-10.2	10.4	-10.7
Cc1ccncc1CNC(=O)c1ccccc1	4.3	-2.4	-18.6	-0.8	-13.4	2.4	-6.9	13.2	2.2	-7.8	-3.7
CCOC(=O)c1ccc(NC(=O)c2nc[nH]c2C(=O)N[C@@H](CC(C)C)C(=O)OC(C)(C)C)cc1	2.1	0.7	6.4	-15.3	-7.1	-2.3	0.4	-10.0	-1.0	-7.6	-13.8

3 of the entries above in order of the NR2F2 inh value, high to low.
canonical_smiles | NR2F2 inh
CCOC(=O)C1CCN(S(=O)(=O)c2ccc3c(ccn3C)c2)CC1 | 9.5
Cc1ccncc1CNC(=O)c1ccccc1 | 2.4
CC1(C(=O)NS(=O)(=O)c2ccc(Br)cc2)CCN1C(=O)CCc1cccs1 (stereo unspecified) | -8.2

Two of the compounds above, field by field:
CC(C)(C)c1ccccc1OCCCCCNCCO
  ABHD5 PLIN5 PPI: 5.4 | Exocytosis inh: 2.8 | NCOA2 inhibitor: 9.7 | TWEAK Fn14 block: 5.0 | NCOA1 inh: 8.6 | NR2F2 inh: 2.3 | TLR9-MyD88 block: 0.8 | NCOA3 inh: 4.2 | LRH-1 inv ag: -7.1 | TROY signal inh: 15.1 | NOD2 RIPK2 PPI: -6.8
CCCCN(CC)CCCNC(=O)Cn1nc(Cc2cccnc2)c2ccccc2c1=O
  ABHD5 PLIN5 PPI: -2.1 | Exocytosis inh: -2.6 | NCOA2 inhibitor: 17.8 | TWEAK Fn14 block: -19.0 | NCOA1 inh: -7.8 | NR2F2 inh: -5.8 | TLR9-MyD88 block: -3.5 | NCOA3 inh: 7.5 | LRH-1 inv ag: 1.8 | TROY signal inh: -1.4 | NOD2 RIPK2 PPI: -9.8

Next structures follow.
SMILES	ABHD5 PLIN5 PPI	Exocytosis inh	NCOA2 inhibitor	TWEAK Fn14 block	NCOA1 inh	NR2F2 inh	TLR9-MyD88 block	NCOA3 inh	LRH-1 inv ag	TROY signal inh	NOD2 RIPK2 PPI
CCCCNc1c(-c2ccc(SC(C)CC)cc2)nc2cnccn12 (stereo unspecified)	-7.0	2.2	.	-15.5	-8.6	.	53.8*	-22.6	-42.9	-35.2	69.0*
CCCCn1nnnc1SCC(=O)N1CCCC1	-1.1	-0.9	-18.3	4.5	5.3	-9.4	4.8	-20.2	0.4	6.4	1.9
Cc1cc(C)nc(NC2=NCC(=O)N2c2ccc3c(c2)OCCO3)n1	-10.2	-1.8	-9.1	-4.7	-12.7	-3.4	-6.6	-0.4	-8.8	8.1	-5.2
CC1CCN(C(=O)COC(=O)c2cccc(NS(=O)(=O)c3ccccc3)c2)CC1	-1.4	27.9	-12.8	-0.6	2.8	-6.1	-1.4	-16.7	-7.6	-28.9	5.0

Part of the list above, limited to NR2F2 inh and ABHD5 PLIN5 PPI:
Compound,NR2F2 inh,ABHD5 PLIN5 PPI
CCCCn1nnnc1SCC(=O)N1CCCC1,-9.4,-1.1
CCCCNc1c(-c2ccc(SC(C)CC)cc2)nc2cnccn12 (stereo unspecified),.,-7.0
CC1CCN(C(=O)COC(=O)c2cccc(NS(=O)(=O)c3ccccc3)c2)CC1,-6.1,-1.4

From PubChem

Some of the compounds tested; count on the stated rates, not on these rows.
